LYPLA1 inh – LYPLA1 inhibitors, primary screen, counter-screen for PME1 inhibitor project, biochemical, fluorescence polarization, FP-Rh probe ABPP; Acyl-protein thioesterase 1 (Homo sapiens), O75608; recombinant LYPLA1; inhibition, % at 5.9 µM; 320,000 compounds, 0.16% hits; AID 2174, 2009;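 active = inhibition above the mean of all tested compounds plus 3 SD, set per campaign, cut at about 14% in these data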;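 note: inhibitors block serine hydrolase probe labeling of LYPLA1 so polarization falls; 0% = enzyme with DMSO and 100% = wells lacking LYPLA1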
PAFAH1B2 inh – PAFAH1B2 enzyme inhibitors, primary screen, biochemical, fluorescence polarization, human; Platelet-activating factor acetylhydrolase IB subunit alpha2 (Homo sapiens), P68402; recombinant PAFAH1B2, FP-rhodamine activity probe; inhibition, % at 3.39 µM; 340,000 compounds, 1.2% hits; AID 492953, 2010;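 active = inhibition above the mean of all tested compounds plus 3 SD, cut at about 24% in these data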;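 note: 0% = enzyme with DMSO and 100% = wells lacking PAFAH1B2; many of its hits are not listed in these tables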
Target sequence (P68402 whole entry, looked up): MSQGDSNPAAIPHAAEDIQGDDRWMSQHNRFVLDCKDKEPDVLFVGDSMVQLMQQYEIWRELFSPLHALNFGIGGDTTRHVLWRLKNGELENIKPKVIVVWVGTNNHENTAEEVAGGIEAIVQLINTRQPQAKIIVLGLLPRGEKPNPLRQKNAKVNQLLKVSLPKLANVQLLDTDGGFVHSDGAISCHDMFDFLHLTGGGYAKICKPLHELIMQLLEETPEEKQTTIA
PREPL inhibitor – PREPL enzyme inhibitors, primary screen, biochemical, fluorescence polarization. Prolyl endopeptidase-like (Homo sapiens), Q4J6C6. recombinant PREPL, fluorescence polarization activity-based probe. inhibition, % at 5.96 µM. 320,000 compounds, 0.68% hits. AID 2751, 2010; in the data active = inhibition above about 43%;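 note: 0% = enzyme with DMSO and 100% = wells lacking enzyme; many of its hits are not listed in these tables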
PAD4 FP inh – human PAD4 inhibitors, primary screen, biochemical, fluorescence polarization, 1536-well format; Protein-arginine deiminase type-4 (Homo sapiens), Q9UM07; recombinant PAD4, RCA probe fluorescence polarization; inhibition, % at 6.36 µM; 330,000 compounds, 0.41% hits; AID 485272, 2010;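 active = percent inhibition above a cutoff equal to the mean of all tested compounds plus 3 SD, cut at about 15% in these data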;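 note: 0% = PAD4 with RCA probe and DMSO and 100% = probe without PAD4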
PAFAH2 inh – PAFAH2 enzyme inhibitors, primary screen, biochemical, fluorescence polarization, human; recombinant PAFAH2, FP-rhodamine activity probe; 340,000 compounds, 0.99% hits; inhibition, % at 3.39 µM; Platelet-activating factor acetylhydrolase 2, cytoplasmic (Homo sapiens), Q99487;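 active = inhibition above the mean over all tested compounds plus 3 SD, cut at about 30% in these data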;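 note: inhibitors block probe labeling of enzyme so polarization drops; 0% = enzyme with DMSO and 100% = wells lacking PAFAH2 protein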
PAFAH1B3 FP inh – PAFAH1B3 enzyme inhibitors, primary screen, biochemical, fluorescence polarization, human; Platelet-activating factor acetylhydrolase IB subunit alpha1 (Homo sapiens), Q15102; recombinant PAFAH1B3, FP-rhodamine probe; inhibition, % at 3.39 µM; 340,000 compounds, 0.28% hits; AID 492972, 2010;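 active = inhibition above the screen-wide average of all tested compounds plus 3 SD, cut at about 25% in these data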;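 note: 0% = enzyme with DMSO only and 100% = wells lacking PAFAH1B3 protein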
GSTO1 inh – inhibitors of recombinant GSTO1, primary screen, counter-screen for RBBP9 inhibitor project, biochemical, fluorescence polarization; inhibition, % at 5.96 µM; Glutathione S-transferase omega-1 (Homo sapiens), P78417; activity-based probe fluorescence polarization; 300,000 compounds, 1.1% hits; AID 1974, 2009;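 active = inhibition above the campaign mean inhibition plus 3 SD, cut at about 35% in these data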;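 note: 0% = GSTO1-1 with DMSO and 100% = wells lacking GSTO1-1 enzyme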
Target sequence (P78417 whole entry, looked up): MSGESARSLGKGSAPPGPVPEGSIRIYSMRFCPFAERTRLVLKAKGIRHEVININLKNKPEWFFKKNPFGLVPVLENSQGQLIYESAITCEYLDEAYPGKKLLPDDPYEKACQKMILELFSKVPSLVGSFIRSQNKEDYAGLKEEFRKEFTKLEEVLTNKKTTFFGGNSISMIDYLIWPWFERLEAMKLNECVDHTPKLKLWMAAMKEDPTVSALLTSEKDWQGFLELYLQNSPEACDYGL
LYPLA2 counter – LYPLA2 inhibitors, primary screen, counter-screen for PME1 inhibitor project, biochemical, fluorescence polarization, FP-Rh probe ABPP. recombinant LYPLA2. 320,000 compounds, 0.38% hits. Acyl-protein thioesterase 2 (Homo sapiens), O95372. inhibition, % at 5.9 µM;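 active = inhibition above the screen-wide mean plus 3 SD, limit set per campaign, cut at about 26% in these data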;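 note: 0% = LYPLA2 with DMSO and 100% = wells lacking LYPLA2 enzyme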
pPAFAH FP inh – pPAFAH enzyme inhibitors, primary screen, biochemical, fluorescence polarization, human | Platelet-activating factor acetylhydrolase (Homo sapiens), Q13093 | recombinant pPAFAH, FP-rhodamine probe fluorescence polarization | inhibition, % at 3.39 µM | 330,000 compounds, 1.5% hits | AID 463082, 2010;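 active = inhibition above the mean inhibition across the screen plus 3 SD, cut at about 25% in these data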;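 note: inhibitors block binding of the rhodamine activity-based probe so polarization drops; 0% = enzyme with DMSO and 100% = wells lacking pPAFAH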
Target sequence (Q13093 whole entry, looked up): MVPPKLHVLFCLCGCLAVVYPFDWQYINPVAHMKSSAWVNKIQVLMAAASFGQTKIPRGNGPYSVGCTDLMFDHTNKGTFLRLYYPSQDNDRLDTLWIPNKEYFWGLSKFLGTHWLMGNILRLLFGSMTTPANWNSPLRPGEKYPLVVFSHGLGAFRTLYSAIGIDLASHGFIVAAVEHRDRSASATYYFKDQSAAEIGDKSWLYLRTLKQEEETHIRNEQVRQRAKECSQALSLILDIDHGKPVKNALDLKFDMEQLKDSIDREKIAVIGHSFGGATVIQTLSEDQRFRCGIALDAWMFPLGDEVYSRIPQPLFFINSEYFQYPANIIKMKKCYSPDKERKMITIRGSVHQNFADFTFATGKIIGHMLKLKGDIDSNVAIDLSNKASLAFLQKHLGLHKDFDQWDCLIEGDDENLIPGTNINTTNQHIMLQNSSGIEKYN
Active calls of the source: *; / = not tested or not shown. These rows are one share of the data; the hit share may differ from the screen's.

SMILES | LYPLA1 inh | PAFAH1B2 inh | PREPL inhibitor | PAD4 FP inh | PAFAH2 inh | PAFAH1B3 FP inh | GSTO1 inh | LYPLA2 counter | pPAFAH FP inh
O=C(COC(=O)[C@H](Cc1ccccc1)NS(=O)(=O)c1ccccc1F)NC1CCCCC1 | 0 | 16 | -5 | 6 | 9 | 10 | 3 | 1 | 5
CC(=O)Oc1ccc(/C=C2/C(=O)N(c3ccccc3)N=C2C)cc1 | 3 | 2 | 12 | 54* | -1 | 5 | 52* | 4 | 1
CCOC(=O)COc1c(C(=O)OC)sc2ncccc12 | 1 | -1 | -5 | -2 | -4 | 2 | 0 | -3 | 3
COc1cc(NC(=O)CSc2nccc(C)n2)c(C(=O)O)cc1OC | -3 | 4 | 14 | -2 | 3 | 12 | -3 | 2 | 2
COc1ccccc1C1c2ccc3ccccc3c2Oc2ncn(CCCO)c(=N)c21 (stereo unspecified) | -3 | 2 | 8 | -7 | 4 | 5 | -12 | -8 | -5
O=C(NCCCN1CCCC1=O)c1ccc(NS(=O)(=O)c2ccccc2)cc1 | 2 | 6 | 1 | -5 | -4 | 1 | 10 | 4 | 5
O=[N+]([O-])CC1(n2nc3ccccc3n2)CCCCC1 | 1 | 6 | 7 | -4 | 4 | 2 | -5 | 4 | 3
NC(=S)Nc1cccc2[nH]ncc12 | 5 | 7 | -8 | -4 | -4 | 8 | 10 | 10 | 4
CC(Sc1nnc(-c2ccccc2F)n1C1CC1)C(=O)N1CCCC1 (stereo unspecified) | -1 | 3 | -4 | 0 | 9 | 4 | / | -1 | -4
CCCCNC(=O)c1onc(CSc2ccc(OC)cc2)c1C(=O)O | 2 | -3 | -3 | -3 | 1 | 6 | -33 | 5 | 13
Cn1cc(C(=O)c2cccc(Cl)c2)cc1C#N | -1 | 4 | -16 | 2 | -6 | -4 | -11 | -1 | 4
O=C(CO/N=C/c1ccc(OC(F)F)cc1)NCc1ccco1 | 3 | 0 | -5 | -4 | -1 | 4 | -4 | 6 | -2

Among those listed so far, 2 have a COOH group:
SMILES | LYPLA1 inh | PAFAH1B2 inh | PREPL inhibitor | PAD4 FP inh | PAFAH2 inh | PAFAH1B3 FP inh | GSTO1 inh | LYPLA2 counter | pPAFAH FP inh
COc1cc(NC(=O)CSc2nccc(C)n2)c(C(=O)O)cc1OC | -3 | 4 | 14 | -2 | 3 | 12 | -3 | 2 | 2
CCCCNC(=O)c1onc(CSc2ccc(OC)cc2)c1C(=O)O | 2 | -3 | -3 | -3 | 1 | 6 | -33 | 5 | 13

Next part:
SMILES | LYPLA1 inh | PAFAH1B2 inh | PREPL inhibitor | PAD4 FP inh | PAFAH2 inh | PAFAH1B3 FP inh | GSTO1 inh | LYPLA2 counter | pPAFAH FP inh
CCOC(=O)c1ccc(NC(=O)c2n[nH]c(=O)c3ccccc23)cc1 | -3 | -3 | -8 | -3 | -2 | -3 | 5 | 2 | 1
O=C(CN1C(=O)COc2ccccc21)Nc1ccc2c(c1)OCCO2 | -1 | 1 | 5 | -1 | 7 | -2 | 8 | -1 | 0
C#CCOCCOCCOCCNc1nc(N2CCN(C(=O)[C@H]([C@@H](C)CC)n3cc(CCCN=C(N)N)nn3)CC2)nc(N2CCN(C(=O)[C@H](CCCCN)n3cc(CC(C)O)nn3)CC2)n1 (stereo partly specified) | -1 | 1 | 9 | -1 | 7 | -2 | 4 | -6 | -1
CCc1ccc2c(CC(=O)NNC(=O)c3ccncc3)coc2c1 | -2 | 9 | 10 | -1 | 7 | 2 | / | 5 | 0
Cc1cc(=O)cc(C)n1-c1ccc(Cl)cc1 | -3 | 2 | -10 | -2 | 13 | 7 | 4 | 4 | 0
CC1=CC(=C(C#N)C#N)c2ccccc2N1C | -4 | 0 | 8 | 3 | 9 | 7 | 13 | -9 | 2
C#CCNC(=O)c1cccn1-c1ncc(C(F)(F)F)cc1Cl | 1 | 3 | 1 | 3 | 1 | 12 | 3 | 2 | 0
COc1ccccc1CCN=C(N)NS(=O)(=O)c1cc(F)ccc1F | -3 | 0 | 11 | -2 | -1 | 4 | 1 | -1 | 1
CCC(=O)NCCc1nc2ccccc2n1Cc1ccccc1 | 1 | 6 | -1 | -2 | 1 | 11 | 7 | 2 | 3
Cc1ccc(/C=C2\SC(=S)N(CCC(=O)NCCCN3CCOCC3)C2=O)cc1 | 1 | 2 | 23 | -8 | 3 | 3 | 30 | -7 | 2
COc1ccccc1/C=N/OCc1cc(C(C)=O)ccc1OC | -6 | 7 | -7 | 4 | 3 | 9 | -3 | -13 | 1
Nc1ccc(/C=C/c2ccc3ncccc3c2)cc1 | 11 | 1 | 7 | 6 | 4 | 12 | 6 | 4 | 7
CCCS(=O)(=O)c1c(S(=O)(=O)CCC)c2cnccn2c1C(=O)c1ccc(F)cc1 | 4 | 0 | 6 | 3 | -1 | -5 | -2 | 3 | 3
CC1CCN(S(=O)(=O)N2CCC(C(=O)NCc3cccs3)CC2)CC1 | 0 | -4 | 0 | 0 | -1 | -4 | 5 | 0 | 2
Cc1ccc(N(C(=O)Cn2nnc(-c3ccc(C)o3)n2)C(C(=O)NC2CCCC2)c2ccncc2)cc1 (stereo unspecified) | -2 | 0 | 6 | 2 | -5 | -3 | 2 | 1 | 2
O=C(CC1SC(N2CCCCC2)=NC1=O)Nc1ccc(C(=O)NCc2ccccc2)cc1 (stereo unspecified) | / | -3 | 1 | 0 | 5 | 12 | / | / | 1
CCOc1ccc(CCNC(=O)C2CCN(c3nn4c(=O)cc(C)nc4s3)CC2)cc1OCC | -4 | -1 | 8 | 7 | 11 | 6 | 1 | 4 | -2
COc1ccccc1Nc1ncc(C(=O)N2CCN(Cc3ccc(OC)c(OC)c3OC)CC2)c2ccccc12 | 2 | -3 | 15 | -2 | 5 | 7 | 3 | 46* | 3
O=C(NNc1cccc(Cl)n1)Nc1ccc(F)cc1 | -3 | 1 | -10 | -3 | 5 | 0 | 3 | 0 | -1
CCOc1ccc(-n2c(SCC(N)=O)nnc2-c2cccnc2)cc1 | -1 | 2 | 20 | -1 | 6 | 5 | 21 | 2 | 1
CCn1c(=O)c(C(=O)CN2CCN(S(=O)(=O)c3ccc(C)cc3C)CC2)c(N)n(Cc2ccccc2)c1=O | -3 | 3 | 15 | 2 | -2 | 0 | 1 | 2 | -1
CC(=O)c1cccc(NC(=O)C2CCCN2S(=O)(=O)c2cccc3cccnc23)c1 (stereo unspecified) | -1 | -2 | -3 | -3 | -2 | 10 | -4 | -6 | 3
O=C(CCS(=O)(=O)c1ccc(Br)cc1)N1CCCCCC1 | 3 | 12 | 2 | -4 | 4 | 4 | 5 | 14 | 6
C#CCOc1ccc(/C=N/NC(=O)c2cccnc2)cc1OCC | 1 | 1 | 0 | 1 | -12 | -2 | 2 | 0 | 1
O=C1CC(c2ccccc2)Cc2nc3ncnn3cc21 (stereo unspecified) | -2 | 2 | 6 | -6 | 3 | 15 | -4 | 2 | 2
CC[C@]12c3[nH]c4ccc(Cl)cc4c3CCN1C(=O)[C@@H](CC(=O)NCCC1=CCCCC1)C[C@@H]2C(=O)N1CCN(C(=O)C2CC2)CC1 | / | 3 | / | -2 | -6 | 7 | / | / | -4
COc1ccc(C(=O)Nc2ccc(S(=O)(=O)NC(C)=O)cc2)cc1[N+](=O)[O-] | -1 | 1 | -7 | 2 | 8 | 3 | 3 | 0 | 10
Cc1c(C(=O)Nc2ccncc2)oc2c1C(=O)CC(C)(C)C2 | -3 | 1 | 7 | 0 | 7 | 8 | 2 | 5 | 1
O=C(Cc1ccccc1)NCc1ccc2c(c1)OCO2 | 4 | 2 | 21 | -1 | -11 | 7 | 7 | 6 | -1
CCOc1ccccc1NC(=O)CSc1nnnn1-c1ccc(C(=O)OC)cc1 | 4 | 6 | 11 | 2 | 3 | 1 | 3 | 8 | 0
N#Cc1ccc(C(=O)Nc2cc(S(=O)(=O)Nc3ccc(Cl)cc3)ccc2N2CCCCC2)cc1 | -24 | 1 | -25 | -4 | 1 | -1 | -6 | -40 | 8
COc1ccc(OC)c(S(=O)(=O)Nc2cccc3ccccc23)c1 | 0 | / | 2 | 3 | / | / | -2 | 4 | 0
CCOc1ccc2oc(=O)cc(C)c2c1 | 3 | -2 | 4 | 3 | 2 | 3 | 3 | 5 | 3
COc1cc(NC2c3ccccc3C(=O)N2Cc2ccc3c(c2)OCO3)cc(OC)c1 (stereo unspecified) | 0 | 5 | 9 | -6 | 2 | 5 | -4 | 0 | 4
COc1ccc(S(=O)(=O)NCc2ccc3c(c2)OCO3)cc1C | -1 | 5 | -2 | -1 | -8 | -7 | 6 | 4 | 3
CC(=O)Nc1sc(NC(=O)c2ccc(C)cc2)nc1-c1cccs1 | 1 | 0 | 4 | 0 | 0 | 7 | 2 | -1 | 8
C=CCN1C(=O)SC(Cc2cccc(OC)c2O)C1=O (stereo unspecified) | -6 | 10 | 0 | -2 | 7 | 7 | 7 | 4 | -3
COc1ccc(-c2nc(-c3ccccc3)ncc2S(C)(=O)=O)cc1 | -3 | 3 | 4 | -5 | 3 | 6 | -8 | -7 | -11
O=C1CC(c2ccccc2)CC(O)=C1C=NCCc1ccccc1 (stereo unspecified) | -2 | 3 | -7 | -1 | -5 | 4 | 5 | -3 | 2
CC(Oc1ccc2c(-c3ccccc3)cc(=O)oc2c1)C(=O)N1CCOCC1 (stereo unspecified) | / | 7 | 22 | -1 | 1 | 2 | / | / | 6
CC1CCN(C(=O)c2ccc(S(=O)(=O)N3CCCC3)cc2)CC1 | 0 | -4 | 6 | 4 | 2 | -5 | / | -4 | 1
Cc1ccc2c(c1)c1c(n2C)C(=O)CCC1 | -2 | 7 | -5 | 2 | -3 | 7 | 9 | 4 | 10
Clc1ccc(C(Cn2ccnc2)OCc2c(Cl)cccc2Cl)c(Cl)c1 (stereo unspecified) | 0 | 3 | -14 | -9 | 5 | 5 | -1 | -3 | -2
Cc1cc(NC(=O)CN2C(=O)NC(C)(c3ccccc3Cl)C2=O)no1 (stereo unspecified) | / | 7 | -2 | 4 | 5 | 8 | / | / | 0
Cc1nc2ccccc2c(=O)n1NCc1cccs1 | 2 | -3 | 16 | -4 | 6 | -5 | 1 | 1 | -4
O=C(NCCC1CCCCN1S(=O)(=O)c1ccccc1)C(=O)NCCN1CCOCC1 (stereo unspecified) | 0 | 5 | 0 | -1 | -1 | 14 | 0 | -2 | 0
CCSC1=C(C#N)C(c2cccc(OC)c2)CC(=O)N1 (stereo unspecified) | 1 | 0 | -9 | -2 | -5 | 0 | 5 | 11 | 5
CCOC(=O)c1cc2oc(C)cc2n1CC(=O)OC1CCCCC1 | 0 | 6 | 13 | 1 | 4 | 9 | 1 | -4 | 4
CSc1cccc(-n2c(C)cc(C(N)=O)c2C)c1 | 3 | 2 | 3 | 0 | -1 | 0 | 3 | 7 | 2

High-throughput results as filed in PubChem.
